From PubChem
IDH1 mut inh = blocks human IDH1 R132H reductase activity | diaphorase/resazurin fluorescence, 60 min | inhibition, % at 10 µM | 0.18% of 70,000 active | O75874 | AID 624101; in the data active = inhibition above about 34%;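 note: 0% = DMSO and 100% = no enzyme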
Target sequence (O75874 whole entry R132H): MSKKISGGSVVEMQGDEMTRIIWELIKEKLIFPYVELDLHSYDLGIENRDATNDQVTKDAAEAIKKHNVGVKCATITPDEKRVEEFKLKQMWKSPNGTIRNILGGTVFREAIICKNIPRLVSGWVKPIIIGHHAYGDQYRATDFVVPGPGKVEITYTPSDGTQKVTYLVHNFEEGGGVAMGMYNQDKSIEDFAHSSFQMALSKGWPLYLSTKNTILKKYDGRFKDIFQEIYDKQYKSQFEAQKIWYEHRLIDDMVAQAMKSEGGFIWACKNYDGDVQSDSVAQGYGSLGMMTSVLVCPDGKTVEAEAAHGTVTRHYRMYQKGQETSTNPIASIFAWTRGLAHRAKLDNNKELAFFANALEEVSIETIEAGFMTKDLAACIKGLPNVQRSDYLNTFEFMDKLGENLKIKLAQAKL
PRC2 inh = EZH2 (human) methyltransferase inhibition; AID 651548; PRC2 H3K27 methylation, DELFIA TRF, 1 h; inhibition, % at 12.5 µM; Q15910; 0.35% of 57,000 active;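 active = mean inhibition of replicates at least 50% and every single replicate also reaching 50%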;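 note: dimethyl H3K27 on biotinylated H3 21-44 peptide detected by antibody; plate controls were median neutral control wells for no effect and median positive control wells for full effect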
* marks the source's active call; other numbers are inactive results; . = no result given; & = joins results of further samples.

SMILES	IDH1 mut inh	PRC2 inh
C[C@@H]1CCCCO[C@H](CN(C)S(=O)(=O)c2cn(C)cn2)[C@H](C)CN([C@@H](C)CO)C(=O)c2cc(NS(=O)(=O)c3cn(C)cn3)ccc2O1	-5.3	.
COc1ccc(S(=O)(=O)Nc2ccc3c(c2)C(=O)N([C@@H](C)CO)C[C@@H](C)[C@@H](CN(C)C(=O)Nc2cccc4ccccc24)OCCCC[C@@H](C)O3)cc1	-3.0	.
C[C@@H]1CN([C@H](C)CO)C(=O)c2cc(NC(=O)C3CCCCC3)ccc2O[C@@H]1CN(C)C	0.2	-10
C[C@H](CO)N1C[C@H](C)[C@H](CN(C)S(=O)(=O)c2cccc(F)c2)Oc2ncc(-c3cccc(C(F)(F)F)c3)cc2C1=O	0.0	.
CCCC(=O)Nc1ccc2c(c1)OC[C@H](C)N(C(=O)c1ccccn1)C[C@@H](C)[C@H](OC)CN(C)C2=O	-0.3	0
O=C(Nc1ccc2c(c1)[C@H]1C[C@H](CC(=O)N3CCCCC3)O[C@H](CO)[C@H]1O2)Nc1ccccc1F	25	0
C[C@H]1CN([C@@H](C)CO)C(=O)c2cc(-c3ccccc3)cnc2O[C@@H]1CN(C)C(=O)C1CCOCC1	-0.6	.
O=C(C[C@@H]1CC[C@H](NC(=O)c2ccncc2)[C@@H](CO)O1)Nc1ccccc1	0.0	3

New compounds follow:
SMILES	IDH1 mut inh	PRC2 inh
Cc1ccccc1S(=O)(=O)N(C)C[C@@H]1OCc2ccccc2-c2ccccc2C(=O)N([C@@H](C)CO)C[C@H]1C	.	2
C/C=C/c1ccc2c(c1)O[C@H](CN(C)C(=O)c1ccccc1F)[C@H](C)CN([C@@H](C)CO)S2(=O)=O	0.9	3
C[C@H]1CN([C@@H](C)CO)C(=O)c2cc(NC(=O)Nc3cccc4ccccc34)ccc2O[C@@H]1CN(C)S(=O)(=O)c1ccccc1	0.2	-17
COc1cccc(S(=O)(=O)Nc2ccc3c(c2)C(=O)N(C)C[C@H](OC)[C@@H](C)CN(C(=O)Cc2cccnc2)[C@@H](C)CO3)c1	-0.1	-1
O=C(NCC[C@@H]1CC[C@@H](NC(=O)C2CCC2)[C@@H](CO)O1)c1ccc(F)cc1	0.1	-1
O=C(NCCCn1ccnc1)c1nn2c(C(F)(F)F)cc(-c3ccccc3)nc2c1Cl	0.1	-1
C[C@H]1CN([C@@H](C)CO)C(=O)c2cccc(NC(=O)Nc3ccc(C(F)(F)F)cc3)c2O[C@H]1CN(C)C(=O)NC1CCCCC1	-4.5	-23
CO[C@@H](C(=O)N(C)C[C@H]1OCc2ccccc2-c2c(n(C)c3ccccc23)C(=O)N([C@@H](C)CO)C[C@H]1C)c1ccccc1	1.2	-13

Additional records follow:
SMILES	IDH1 mut inh	PRC2 inh
COCC(=O)Nc1ccc2c(c1)C(=O)N(C)C[C@H](OC)[C@@H](C)CN(Cc1ccncc1)[C@H](C)CO2	-0.2	11
CN(C)CCCNC(=O)C[C@H]1C=C[C@@H](NS(=O)(=O)c2ccc(F)cc2)[C@H](CO)O1	0.3	7
C[C@H](CO)N1C[C@H](C)[C@H](CN(C)Cc2ccccc2)Oc2ncc(Br)cc2C1=O	17&-0.3	24&16
O=C(O)CCCCCC(=O)N/N=C/c1c(O)ccc2ccccc12	0.5	-6
CC#CCOC(=O)C1=CCCN(C)C1	-0.2	-9
CCCNC(=O)N(C)C[C@H]1Oc2ncc(-c3ccccc3)cc2C(=O)N([C@@H](C)CO)C[C@H]1C	-0.4	.
COC(=O)c1ccc(NC(=O)CSc2nnnn2-c2ccccc2OC)cc1	-0.2	6
CO[C@@H]1CN(C)C(=O)c2ccc(NC(=O)C3CC3)cc2OC[C@@H](C)N(Cc2ccccc2)C[C@@H]1C	-0.5	15

Following part:
SMILES	IDH1 mut inh	PRC2 inh
Cc1nn(CC(=O)NCc2cccnc2)c(C)c1[N+](=O)[O-]	0.2	6
O=C(C[C@@H]1CC[C@@H](NC(=O)C2CC2)[C@H](CO)O1)NC1CCC1	-0.6	7
CO[C@H]1CN(C)C(=O)c2ccc(NC(C)=O)cc2OC[C@H](C)N(Cc2ccccc2C(=O)O)C[C@H]1C	-0.3	-5
C[C@@H]1CCCCO[C@H](CN(C)C(=O)Nc2ccccc2)[C@H](C)CN([C@H](C)CO)C(=O)c2cc(NS(=O)(=O)c3cn(C)cn3)ccc2O1	-0.6	.
Cc1noc(C)c1S(=O)(=O)Nc1ccc2c(c1)C(=O)N([C@@H](C)CO)C[C@@H](C)[C@@H](CN(C)C(=O)C1CCCCC1)OCCCC[C@@H](C)O2	1.1	.
C[C@H](CO)N1C[C@H](C)[C@@H](CN(C)CC2CC2)Oc2ccc(NS(=O)(=O)c3ccc(F)cc3)cc2C1=O	4.2	.
CC(=O)N(C)C[C@@H]1Oc2cc(C3=CCCCC3)ccc2S(=O)(=O)N([C@@H](C)CO)C[C@H]1C	-6.3	5
C=CCNC(=O)[C@H]1[C@@H]2C(=O)O[C@@H](c3ccccc3)[C@@H](c3ccccc3)N2[C@@H](c2ccc(O)cc2)[C@]12C(=O)N(C(=O)OCCOC)c1ccccc12	.	-14

Single records, as listed above. Order of screens: IDH1 mut inh | PRC2 inh
C[C@H]1CN([C@@H](C)CO)C(=O)c2cc(-c3ccccc3)cnc2O[C@@H]1CN(C)C(=O)C1CCOCC1 as listed: -0.6 | .
CC(=O)N(C)C[C@@H]1Oc2cc(C3=CCCCC3)ccc2S(=O)(=O)N([C@@H](C)CO)C[C@H]1C as listed: -6.3 | 5
COC(=O)c1ccc(NC(=O)CSc2nnnn2-c2ccccc2OC)cc1 as listed: -0.2 | 6
O=C(C[C@@H]1CC[C@@H](NC(=O)C2CC2)[C@H](CO)O1)NC1CCC1 as listed: -0.6 | 7

Other records.
SMILES	IDH1 mut inh	PRC2 inh
CO[C@H]1CN(C)C(=O)c2cc(NS(=O)(=O)CC(F)(F)F)ccc2OC[C@@H](C)N(Cc2cccnc2)C[C@@H]1C	-0.1	6
CCC(=O)Nc1ccc2c(c1)C(=O)N(C)C[C@H](OC)[C@H](C)CN(C(=O)c1ccccn1)[C@@H](C)CO2	0.3	0
C[C@@H]1CN([C@@H](C)CO)S(=O)(=O)c2ccc(C#CCN(C)C)cc2O[C@@H]1CN(C)Cc1ccccn1	-2.7	-10
COCC(=O)N(C)C[C@@H]1Oc2cc(-c3ccccc3F)ccc2S(=O)(=O)N([C@H](C)CO)C[C@@H]1C	-3.2	3
C[C@@H]1CN([C@@H](C)CO)C(=O)c2cc(C#CCc3ccccc3)cnc2O[C@H]1CN(C)C(=O)C1CC1	0.6	-13
COC(=O)C[C@@H]1C[C@@H]2c3cc(NC(=O)Nc4ccc(F)cc4)ccc3O[C@@H]2[C@H](CO)O1	0.2	5
C[C@@H]1CCCCO[C@H](CN(C)Cc2ccncc2)[C@@H](C)CN([C@@H](C)CO)C(=O)c2cc(NC(=O)CCCN(C)C)ccc2O1	5.3	26
CCS(=O)(=O)N[C@@H]1C=C[C@H](CC(=O)NCc2ccc(Cl)cc2)O[C@H]1CO	0.0	-2

Given field by field: two of the compounds above.
Cc1nn(CC(=O)NCc2cccnc2)c(C)c1[N+](=O)[O-]
  IDH1 mut inh: 0.2
  PRC2 inh: 6
O=C(C[C@@H]1CC[C@@H](NC(=O)C2CC2)[C@H](CO)O1)NC1CCC1
  IDH1 mut inh: -0.6
  PRC2 inh: 7

Following part.
Each structure is followed by: IDH1 mut inh | PRC2 inh
C[C@@H]1CN([C@H](C)CO)C(=O)c2cc(NC(=O)c3ccncc3)ccc2O[C@@H](C)CCCCO[C@H]1CN(C)C(=O)Nc1ccc(C(F)(F)F)cc1
  0.9 | .
O=C(O)CCCCCCC(=O)N/N=C/c1ccccc1Cl
  . | 38
C[C@H](CO)N1C[C@H](C)[C@H](CN(C)C)Oc2ccc(NS(C)(=O)=O)cc2C1=O
  3.0 | .
CO[C@H](CN(C)S(=O)(=O)c1ccc(Cl)cc1)[C@@H](C)CN([C@H](C)CO)S(=O)(=O)c1cccc(Cl)c1
  -0.7 | 28
CC(C)CC#Cc1ccc2c(c1)O[C@H](CN(C)Cc1cccnc1)[C@H](C)CN([C@H](C)CO)S2(=O)=O
  16 | 3
C[C@H]1CN([C@@H](C)CO)C(=O)c2cc(C#CCN(C)C)cnc2O[C@@H]1CN(C)C(=O)c1ccc(F)cc1
  -2.4 | 0
O=C(Nc1ccccc1F)N[C@H]1CC[C@@H](CCNS(=O)(=O)c2ccccc2)O[C@H]1CO
  -0.2 | 26
C[C@H](CO)N1C[C@H](C)[C@H](CN(C)Cc2ccc(C(F)(F)F)cc2)Oc2ccc(NC(=O)CCC(F)(F)F)cc2C1=O
  -2.4 | .
Cn1c(SCc2nn[nH]n2)nc2c1c(=O)n(Cc1ccccc1Cl)c(=O)n2C
  -1.4 | -20
CN(C)CCCN1C(=O)C(=O)C(C(=O)c2ccco2)C1c1cccc([N+](=O)[O-])c1 (centres undefined)
  0.8 | 2
C[C@@H]1CN([C@@H](C)CO)S(=O)(=O)c2ccc(C#CC3CC3)cc2O[C@@H]1CN(C)Cc1ccccc1F
  0.0 | 2
Cc1ccc(S(=O)(=O)Nc2ccc3c(c2)C(=O)N([C@@H](C)CO)C[C@@H](C)[C@@H](CN(C)Cc2ccc(C(F)(F)F)cc2)OCCCC[C@H](C)O3)cc1
  1.2 | .
C[C@@H]1CN([C@@H](C)CO)C(=O)Cc2cc(NC(=O)c3ccncc3)ccc2O[C@H]1CN(C)S(=O)(=O)c1ccccc1
  -0.6 | .
Cc1noc(C)c1S(=O)(=O)N(C)C[C@H]1Oc2ccc(NC(=O)Nc3cccc4ccccc34)cc2CC(=O)N([C@H](C)CO)C[C@H]1C
  1.9 | .
C[C@H]1CN([C@@H](C)CO)C(=O)c2cccc(NS(=O)(=O)c3ccc(Cl)cc3)c2O[C@H]1CN(C)S(C)(=O)=O
  3.2 | .
COc1ccc(NC(=O)COc2cc(C)cc(C)c2C)c([N+](=O)[O-])c1
  0.4 | -6
C[C@@H]1CN([C@@H](C)CO)C(=O)c2cc(NC(=O)Cn3cnnn3)ccc2O[C@@H]1CN(C)C
  0.9 | .
CNC[C@@H]1Oc2c(NS(C)(=O)=O)cccc2C(=O)N([C@H](C)CO)C[C@@H]1C
  1.9 | -4
O=C(O)CCCCCCC(=O)N/N=C/c1cccc2ccccc12
  . | 22
COc1cccc(C(=O)Nc2ccc3c(c2)OC[C@H](C)N(CCc2ccccc2)C[C@@H](C)[C@@H](OC)CN(C)C3=O)c1
  -0.3 | 0
COc1cccc(-c2nn(C)c3sc(C(=O)N4CCCCCC4)cc23)c1
  -0.6 | 16
Cc1nnc(Sc2ccc(/C=N/NC(=O)c3ccc(C(=O)NO)cc3)o2)n1C
  . | 7
Cc1ccc(S(=O)(=O)N[C@H]2C=C[C@@H](CC(=O)NCCN3CCCCC3)O[C@H]2CO)cc1
  0.3 | -12
CO[C@@H]1CN(C)C(=O)c2ccc(NC(=O)NC(C)C)cc2OC[C@@H](C)N(C(=O)CN(C)C)C[C@H]1C
  0.0 | 6
COc1ccc(S(=O)(=O)N(C)C[C@@H]2Oc3ccc(NC(=O)NC(C)C)cc3C(=O)N([C@@H](C)CO)C[C@H]2C)cc1
  -2.0 | .
CCNC(=O)C[C@H]1CC[C@@H](NC(=O)C2CCC2)[C@@H](CO)O1
  -0.2 | -1
Cc1ccc(NC(=O)CN(c2c(C)cccc2C)S(C)(=O)=O)cc1C
  -0.1 | -3
C[C@@H]1CN([C@H](C)CO)C(=O)c2cccc(NC(=O)C3CCCCC3)c2O[C@H]1CN(C)C(=O)Nc1cccc2ccccc12
  -1.1 | -10
COc1ccc(S(=O)(=O)Nc2ccc3c(c2)CC(=O)N([C@@H](C)CO)C[C@H](C)[C@H](CN(C)Cc2ccc4c(c2)OCO4)O3)cc1
  -0.2 | .
NCCCCCNC(=O)[C@H]1C[C@H]2C(=O)NCC(=O)N2[C@H]1c1cccc(OCCO)c1
  . | -1

Other entries follow:
Each structure is followed by: IDH1 mut inh | PRC2 inh
C[C@H]1CN([C@@H](C)CO)C(=O)Cc2cc(NS(C)(=O)=O)ccc2O[C@H]1CN(C)C
  0.0 | -1
CO[C@@H]1CN(C)C(=O)c2cc(NC(=O)NC3CCCCC3)ccc2OC[C@@H](C)N(CC2CCOCC2)C[C@@H]1C
  0.4 | -2
COc1ccc(S(=O)(=O)Nc2ccc3c(c2)C(=O)N([C@H](C)CO)C[C@@H](C)[C@@H](CN(C)S(=O)(=O)c2ccc(C)cc2)OCCCC[C@@H](C)O3)cc1
  -1.3 | .
CC(=O)N(C)C[C@@H]1Oc2ncc(C#CC(C)(C)O)cc2C(=O)N([C@H](C)CO)C[C@H]1C
  -4.2 | 9
CNC[C@H]1Oc2ccc(NS(=O)(=O)c3ccc(Cl)cc3)cc2C(=O)N([C@@H](C)CO)C[C@H]1C
  4.2 | .
CN(C)C(=O)C[C@H]1CC[C@H](NC(=O)C2CCOCC2)[C@H](CO)O1
  -0.4 | 0
COc1ccccc1C(=O)NCCCN1CCCC1=O
  0.0 | .
C[C@@H]1CN([C@H](C)CO)S(=O)(=O)c2ccc(C#CC(C)(C)O)cc2O[C@H]1CN(C)C(=O)C1CCC1
  . | -3
CNC[C@H]1OCCCC[C@H](C)Oc2ccc(NS(=O)(=O)c3ccc(Cl)cc3)cc2C(=O)N([C@@H](C)CO)C[C@@H]1C
  2.6 | -5
Cc1ccc(S(=O)(=O)N[C@H]2CC[C@H](CCNC(=O)c3ccccc3F)O[C@@H]2CO)cc1
  0.1 | -27
C[C@H](CO)N1C[C@H](C)[C@@H](CN(C)Cc2ccccc2)Oc2cc(-c3ccncc3)ccc2S1(=O)=O
  . | -3
Cc1ccc(NC(=O)Cn2c(-c3nonc3N)nc3ccccc32)cc1Cl
  0.4 | 5
CC(C)[C@H](N)C(=O)OCCOCn1cnc2c(=O)[nH]c(N)nc21
  0.7 | 10
CN1CCN(C(=O)C[C@@H]2C[C@@H]3c4cc(NC(=O)CC5CC5)ccc4O[C@@H]3[C@H](CO)O2)CC1
  0.1 | -28
COc1ccccc1NC(=O)N[C@H]1CC[C@@H](CC(=O)N[C@@H](C)c2ccccc2)O[C@H]1CO
  0.0 | -11

An excerpt, so the mix of outcomes need not match the whole.
